Giardia kill = Giardia lamblia killing. Giardia lamblia trophozoite viability. 0.15% of 340,000 active. activity change, % at 7.66 µM, hits read low; in the data active = activity change below about -80%; inconclusive = between about -30% and that limit;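 also: parasites exposed to compound for two days anaerobically before the ATP read; % is scaled to controls: 0 for no effect and ±100 for the full control effect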
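Viability, read as ATP luminescence: trophozoites at 100 cells/well, compound added, 48 hrs anaerobic at 37 deg C, then 15-30 min room-temperature development before reading.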
Tb PFK block = T. brucei PFK enzyme inhibition; T. brucei PFK, ADP-Glo luminescence; 0.17% of 330,000 active; O15648; Potency, µM (series often up to 57.5 µM), for the others: at the highest dose activity, negative = inhibition, usual class: inhibitors;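 also: potency is read from the fitted curve at half-maximal effect; 0% = uninhibited 1x PFK enzyme wells and -100% = no-enzyme wells; nearly all actives have a fitted effect of over 60% in size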
Target sequence (O15648 whole entry, looked up): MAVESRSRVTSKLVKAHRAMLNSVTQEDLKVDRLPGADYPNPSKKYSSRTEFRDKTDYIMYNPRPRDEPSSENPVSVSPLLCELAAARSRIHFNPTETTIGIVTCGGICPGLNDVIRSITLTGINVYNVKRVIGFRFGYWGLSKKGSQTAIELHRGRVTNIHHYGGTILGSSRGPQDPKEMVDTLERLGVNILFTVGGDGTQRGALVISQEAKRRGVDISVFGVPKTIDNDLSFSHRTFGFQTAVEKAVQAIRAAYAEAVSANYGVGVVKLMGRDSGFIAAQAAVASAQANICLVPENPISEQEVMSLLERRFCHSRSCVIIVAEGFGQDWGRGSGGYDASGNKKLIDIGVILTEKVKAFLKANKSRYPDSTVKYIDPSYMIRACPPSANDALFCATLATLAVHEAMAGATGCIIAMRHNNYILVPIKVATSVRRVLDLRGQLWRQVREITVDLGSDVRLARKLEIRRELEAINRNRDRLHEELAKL
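Activity is normalized to no-enzyme wells (full inhibition) and 1.25 nM enzyme wells (no inhibition). Reaction: 0.5 mM F6P, 0.1 mM ATP, 45 min RT, ADP-Glo luminescence; concentration-response curves fitted and classed by quality.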
Gal4-VP16 FLuc = inhibits Gal4-VP16 luciferase reporter, ROR gamma counter-screen; Drosophila S2 Gal4-VP16 UAS-luciferase, luminescence, 20 h; Potency, µM (top dose mostly 53.6 µM), inactives show top-dose activity, negative = inhibition, usual class: inhibitors; 3.5% of 310,000 active;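 also: Gal4-VP16 expression switched on by copper sulfate through the metallothionein promoter; potency is read from the fitted curve at half-maximal effect; % is scaled to controls: 0 for no effect and ±100 for the full control effect; nearly all actives have a fitted effect of over 50% in size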
uPA generation = cell surface uPA generation inhibition; cell surface uPA generation assay, qHTS; Potency, µM (titrated, usually from 38.3 µM), without a hit: at the top dose activity change, negative = inhibition, usual class: inhibitors; 0.31% of 330,000 active; AID 540303; active = well fitted inhibition curve with a large enough effect; inconclusive = small, poorly fitted or top-dose-only effect; inactive = no such curve, though single readings can be large or run the other way; tested in mouse RAW 264.7 cells; also: potency is read from the fitted curve at half-maximal effect; % is scaled to controls: 0 for no effect and ±100 for the full control effect; nearly all actives have a fitted effect of over 55% in size
KCNH2 3.1 block = blocks the human KCNH2 3.1 channel isoform. U2OS KCNH2 3.1, thallium flux FluxOr; active compounds read low. activity change, % (tested at about 1.8 µM). 0.95% of 340,000 active;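 active = maximum activity change below -70%; inconclusive = maximum activity change from -70% to -50%; inactive = maximum activity change above -50%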;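 also: thallium influx rate constant from kinetic fluorescence after stimulation buffer; % is scaled to controls: 0 for no effect and ±100 for the full control effect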
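Thallium flux via FluxOr fluorescence (Red40 quencher, 45 min loading) in U2OS cells virally expressing the KCNH2 3.1 isoform (1.77 x 10^8 /mL virus, overnight at 37 C). Rate constants from 2-min kinetic reads post-stimulation, normalised to positive and negative controls.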
Rab9 prom act = Rab9 promoter activation | Huh7 Rab9 promoter-luciferase reporter, luminescence, 24 h | Potency, µM (doses to about 9.22 µM), inactives show at the top dose activation, negative = inhibition, hits mostly activators | 2.8% of 320,000 active | AID 485297; also: potency is read from the fitted curve at half-maximal effect; % of control where 0% means no effect; nearly all actives have a fitted effect of over 60% in size
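Rab9 promoter-driven luciferase in stably transfected Huh7 cells; 1500 cells/well rested 2 h, exposed to compound in DMSO for 24 h at 37 °C, 5% CO2. Luminescence read 10 min after adding luciferase reagent at ambient temperature.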
RORgamma inh = inhibitors of mouse ROR gamma transcriptional activity; AID 2551; 5.4% of 310,000 active; P51450; Potency, µM (highest dose often 53.6 µM), for the others: at the highest dose activity change, negative = inhibition, hits mostly inhibitors; Drosophila S2 Gal4-RORgamma UAS-luciferase reporter, 20 h; also: potency is read from the fitted curve at half-maximal effect; % is scaled to controls: 0 for no effect and ±100 for the full control effect; nearly all actives have a fitted effect of over 60% in size
Target sequence (P51450 whole entry, looked up, the tested form may be a part): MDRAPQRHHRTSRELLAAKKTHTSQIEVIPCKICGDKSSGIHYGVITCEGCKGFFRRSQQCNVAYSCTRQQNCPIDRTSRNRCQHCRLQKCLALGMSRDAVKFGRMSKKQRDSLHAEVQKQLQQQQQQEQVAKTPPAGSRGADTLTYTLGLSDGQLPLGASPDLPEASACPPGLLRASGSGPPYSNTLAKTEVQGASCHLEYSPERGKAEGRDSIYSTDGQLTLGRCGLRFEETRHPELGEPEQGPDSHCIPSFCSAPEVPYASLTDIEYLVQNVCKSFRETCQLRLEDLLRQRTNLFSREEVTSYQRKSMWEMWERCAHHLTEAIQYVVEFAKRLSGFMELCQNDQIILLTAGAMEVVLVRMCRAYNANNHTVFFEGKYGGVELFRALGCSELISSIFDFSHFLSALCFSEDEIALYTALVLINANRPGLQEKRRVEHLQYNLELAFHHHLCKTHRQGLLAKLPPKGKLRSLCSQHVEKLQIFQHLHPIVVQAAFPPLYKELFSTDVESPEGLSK
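Luminescence from a UAS-regulated Photinus luciferase reporter in stably transfected Drosophila Schneider cells is measured; decreased signal marks ROR gamma inhibition. Fusion expression is induced by 700 uM copper sulfate for 20 hr.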
ELG1 genotox = induces genotoxicity in HEK293T cells with luciferase-tagged ELG1; HEK293T ELG1-luciferase reporter, luminescence, 16 h; Potency, µM (series often up to 46 µM), for inactives: at the top dose activity change, positive = activation, most hits filed as activators; 1.3% of 330,000 active; also: potency is read from the fitted curve at half-maximal effect; % of control where 0% means no effect; nearly all actives have a fitted effect of over 60% in size
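Genotoxicity was scored as increased ELG1-luciferase reporter signal, measured by ONE-Glo luminescence (30 min, room temperature). Compound or vehicle exposure of the HEK293T reporter cells lasted 16 hr at 37°C.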
NPC1 promoter act = activates the NPC1 promoter; Potency, µM (top dose mostly 9.22 µM), inactives show at the highest dose activation, most hits filed as activators; 2.4% of 320,000 active; Huh7 NPC1 promoter luciferase reporter, 24 h;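 also: potency is read from the fitted curve at half-maximal effect; % of control where 0% means no effect; nearly all actives have a fitted effect of over 60% in size; reporter is driven by a mutant NPC1 promoter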
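Compounds in DMSO were transferred onto Huh7 NPC1-luciferase reporter cells pre-incubated 2 h; after 24 h at 37 °C, Amplite reagent was dispensed and luminescence recorded 10 min later.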
FLuc counter = counter-screen for miR-21 project: firefly luciferase inhibitors or activators. AID 588342. P08659. Potency, µM (top dose mostly 57.5 µM), for the others: top-dose activity change, negative = inhibition, usual class: inhibitors. 6.9% of 360,000 active. purified FLuc, Km substrates, luminescence inhibition;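 also: potency is read from the fitted curve at half-maximal effect; plate controls were vehicle for no effect and reference inhibitor for full effect; nearly all actives have a fitted effect of over 55% in size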
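Purified P. pyralis luciferase (10nM final) with 10uM D-luciferin and 10uM ATP (Km levels) in 50mM Tris acetate pH 7.5, 10mM Mg acetate, 0.01% Tween-20, 0.05% BSA; qHTS 6-point titration, ~60 µM downward; luminescence read.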
FBPA coupling cs = counter-screen for Giardia aldolase inhibitors: coupling enzyme system | coupling enzyme system counterscreen, AmpLite Red fluorescence | activity change, negative = inhibition, % at 58.2 µM, hits read low | 0.67% of 290,000 active | AID 2472; in the data active = activity change below about -30%; also: % is scaled to controls: 0 for no effect and ±100 for the full control effect
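Compounds tested against the coupling enzymes alone at 57.5 uM final; readout was AmpLite Red fluorescence (525/598 nm) after 20 min at RT.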
An asterisk follows results filed as active; u = inconclusive; x = not tested or not shown; & = joins results of further samples; [ ] = dose if it differs, or a comment. Unless noted, calls follow the shape of the dose curve; as a rule, active = well fitted curve in the direction sought with a large enough effect; inconclusive = small, poorly fitted or top-dose-only effect, or another doubt; inactive = no such curve, though single readings can be large; an effect the other way counts as inactive or inconclusive. An unsorted share of the library; about 14% have a hit in one of these screens.

SMILES | Giardia kill | Tb PFK block | Gal4-VP16 FLuc | uPA generation | KCNH2 3.1 block | Rab9 prom act | RORgamma inh | ELG1 genotox | NPC1 promoter act | FLuc counter | FBPA coupling cs
C=C1[C@@H](O)[C@@H]2O[C@]3(CC[C@H](/C=C/[C@@H](C)[C@@H]4CC(C)=CC5(O[C@H](C[C@@](C)(O)C(=O)OC)CC[C@H]5O)O4)O3)CC[C@H]2O[C@@H]1[C@@H](O)C[C@H](C)[C@H]1OC2(CCCCO2)CC[C@H]1C (some centres undefined) | 5 | -3% | x | u | 23 | x | x | u | x | x | x
COc1ccc(-n2nc3ccc(NS(C)(=O)=O)cc3n2)cc1Cl | 0 | 7% | 26% | 1% | -20 | 25% | 18% | 16µM* | u | 3.4µM* | -2
COCCN(C(=O)Cc1cccs1)C(C(=O)NCc1ccc(OC)cc1)c1ccc(C)cc1 (centres undefined) | -6 | 3% | -24% | -2% | 2 | 0% | -3% | -3% | -1% | 3% | -7
CCOC(=O)C1CCN(CC(=O)Nc2c(C(=O)OC)n(C)c3cccc(C)c23)CC1 | 9 | 7% | 1% | -11% | -3 | 0% | -31% | 0% | 2% | 7% | 3
CN(c1ccccc1)S(=O)(=O)c1cc(C(=O)NCCCn2ccnc2)ccc1Cl | 14 | 6% | x | 3% | -36 | -4% | x | -1% | 1% | 4% | x
CN(C(=O)COC(=O)c1ccccc1Cc1ccccc1)c1c(N)n(Cc2ccccc2)c(=O)[nH]c1=O | -5 | 3% | x | 2% | -2 | -4% | x | -6% | -2% | -1% | x
Cc1cc(Cl)ccc1NC(=O)COC(=O)c1c(C)noc1C | -20 | -11% | x | -8% | -12 | -2% | x | 2% | -4% | 2% | x
Nc1ncc([N+](=O)[O-])c(Oc2ccccc2F)n1 | 31[activator] | 0% | -1% | -13% | -24 | -6% | -15% | -6% | -4% | -2% | -2
Brc1cccc(-c2nnc3sc(CNC4CCCC4)cn23)c1 | -18 | -1% | 12% | -3% | 4 | 5% | -14% | -2% | -2% | 0% | 6
CS(=O)(=O)N1CCC(C(=O)N2CCN(c3ccccc3F)CC2)CC1 | 4 | -2% | 3% | 0% | -10 | -1% | -12% | 10% | 1% | -5% | 3
CN(C(=O)C1CCN(S(=O)(=O)c2ccccc2)CC1)c1c(N)n(Cc2ccccc2)c(=O)[nH]c1=O | u | -4% | x | 1% | 9 | 0% | x | 4% | -8% | 4% | x
CNc1nnc(SCC(=O)c2c(N)n(C3CC3)c(=O)[nH]c2=O)s1 | 8 | 0% | x | 2% | 12 | -3% | x | -1% | -8% | -1% | x
c1ccc2c(c1)OCC(c1nnc3sc(-c4cnccn4)nn13)O2 (centres undefined) | 2 | -19% | x | x | 6 | 0% | 2%[0.365 µM] | 2% | 3% | 1% | -4
Fc1cccc(Cl)c1C1Nc2cccc3cccc(c23)N1 | -13 | -14% | x | 6% | 6 | -3% | x | 0% | 2% | 1% | 0
Clc1cccc(OCCCN2CCCC2)c1Cl | 17 | -16% | 0% | 2% | -12 | -3% | -5% | -9% | -2% | 2% | 1
O=C(CC1SC(=O)N(c2ccccc2)C1=O)Nc1ccccc1 (centres undefined) | 2 | -19% | u | x | 11 | -2% | u | -1% | -6% | -4% | 2
COc1ccc(C2=CC(c3ccc(OC)c(OC)c3)NC(=S)N2)cc1 (centres undefined) | -3 | -12% | 1% | 4% | 11 | 1% | u | 1% | 0% | 0% | -1
Cc1nnc(SCC(=O)Nc2ccc(N3CCOCC3)cc2)o1 | -11 | -3% | -3% | -7% | -20 | 2% | 12% | -4% | 10% | 2% | 1
CCc1ccc(S(=O)(=O)NCCc2cn3ccsc3n2)s1 | 0 | 0% | 2% | 3% | -1 | -1% | -3% | -4% | 7% | 2% | 2
Cc1cc(C)c2sc(N(CCCN(C)C)C(=O)COc3ccc(Cl)cc3)nc2c1 | -4 | -8% | u | 5% | -30 | 0% | -29% | -2% | -6% | 1% | -3

The closing 3 compounds of the section above are carried over, then new ones follow:
SMILES | Giardia kill | Tb PFK block | Gal4-VP16 FLuc | uPA generation | KCNH2 3.1 block | Rab9 prom act | RORgamma inh | ELG1 genotox | NPC1 promoter act | FLuc counter | FBPA coupling cs
Cc1nnc(SCC(=O)Nc2ccc(N3CCOCC3)cc2)o1 | -11 | -3% | -3% | -7% | -20 | 2% | 12% | -4% | 10% | 2% | 1
CCc1ccc(S(=O)(=O)NCCc2cn3ccsc3n2)s1 | 0 | 0% | 2% | 3% | -1 | -1% | -3% | -4% | 7% | 2% | 2
Cc1cc(C)c2sc(N(CCCN(C)C)C(=O)COc3ccc(Cl)cc3)nc2c1 | -4 | -8% | u | 5% | -30 | 0% | -29% | -2% | -6% | 1% | -3
CCOC(=O)c1oc2ccccc2c1NC(=O)c1cccs1 | -14 | 0% | -2% | x | -4 | -2% | -5% | -2% | -3% | 13% | 2
COc1ccc(-n2cnc3cc(NC(=O)c4ccco4)ccc32)cc1 | 2 | -1% | -22% | x | 13 | 2% | 31% | 15% | 4% | 13µM* | -2
O=C(c1ccc2nccnc2c1)N1CCCC(Nc2ccc(F)c(F)c2)C1 (centres undefined) | -5 | 9% | 0% | -1% | -2 | -5% | 7% | -1% | 14% | 3% | x
CNS(=O)(=O)c1cccc(C(=O)NCC2(N3CCCCC3)CCCCC2)c1 | 2 | -4% | 8% | 1% | 9 | 3% | -1% | -1% | 0% | 4% | 0
O=C1Cc2ccccc2C(c2ccccc2)N1 (centres undefined) | -3 | -5% | -2% | 1% | -3 | 9% | 10% | -1% | 4% | -2% | 2
CCOc1ccc(NC(=O)Cn2c(=O)n(CC3CCCO3)c(=O)c3ccccc32)cc1 (centres undefined) | 29 | 1% | -9% | 0% | 11 | 1% | -4% | 0% | -1% | -2%&-1% | 4
COc1ccccc1CN1CC(C(=O)NCC2CCCO2)CC1=O (centres undefined) | 6 | 0% | -1% | -7% | -14 | 4% | 1% | -1% | 4% | -1% | 2
COc1ccc(C(=O)/C=C/C(=O)N(CC(=O)NC2CCCCC2)Cc2ccc(F)cc2)c(O)c1 | -9 | 2% | 7.1µM* | -3% | -10 | -13% | -12% | -13% | -9% | -9% | 2
Cc1ccc(O)c(NC(=O)c2noc3c2CCCCC3)c1 | 20 | -1% | u | -1% | 6 | u | -36% | u | 2.8µM* | 4.8µM* | -2
CCCn1c(SCCN2CCOCC2)nc2c1c(=O)n(C)c(=O)n2C | 5 | 1% | -9% | 15% | -3 | -3% | 19% | 3% | 1% | 0% | 4
O=C1COc2ccc(C(=O)COC(=O)/C=C/c3ccc(Br)o3)cc2N1 | 7 | u | x | 3% | 0 | -2% | x | -5% | -3% | 5% | x
Cc1ccc(OCCOCCN2CCCCC2)c([N+](=O)[O-])c1 | -2 | -17% | -6% | -3% | 12 | -13% | 33% | -9% | 1% | u | -5
O=C(Nc1ccc(Cl)c(Cl)c1)N1CCSC1c1ccco1 (centres undefined) | 6 | 13µM* | u | -2% | 12 | -3% | u | -5% | 9% | -14% | -25
Cc1ccc2cc(C#N)c(N3CCCN(S(=O)(=O)c4ccccc4)CC3)nc2c1 | 9 | -4% | 0% | 4% | -4 | 5% | -1%[10 µM] | 0% | 1% | -1% | -9
CN(Cc1ccccc1)C(=O)CCS(=O)(=O)c1cc2c(cc1Cl)NC(=O)CO2 | -10 | 2% | 1% | 10% | -23 | 2% | -14% | 2% | -2% | 1% | 2
CC(C)CC1Nc2ncnc(N3CCCCC3)c2N(Cc2ccccc2)C1=O (centres undefined) | -3 | 0% | x | -12% | 5 | 2% | x | -3% | 1% | 1% | x
CC(NC(=O)c1ccccc1Cl)C(=O)Nc1ccc2c(c1)OCO2 (centres undefined) | -14 | -5% | x | 5% | 6 | 14% | x | 9% | 0% | u | x
Cn1nc(C(F)(F)F)c(C(=O)Nc2ccc(F)cc2F)c1Oc1cccc(Cl)c1 | 5 | 3% | 0% | x | 2 | 1% | 7% | 0% | 2% | 2% | 2
Cc1cc2c(ccc3c2no[n+]3[O-])nn1 | -17 | 3% | 3% | 0% | -3 | -13% | 3%[10 µM] | -6% | -2% | 6% | -6
Cc1c(Cc2ccccc2)c(=O)oc2c(C)c(OCc3nn[nH]n3)ccc12 | 10 | -6% | -6% | 1% | 0 | 1% | 20% | 2% | -3% | u | 15

An excerpt from above with just Gal4-VP16 FLuc, KCNH2 3.1 block and FLuc counter:
mol,Gal4-VP16 FLuc,KCNH2 3.1 block,FLuc counter
Cc1cc2c(ccc3c2no[n+]3[O-])nn1,3%,-3,6%
Cn1nc(C(F)(F)F)c(C(=O)Nc2ccc(F)cc2F)c1Oc1cccc(Cl)c1,0%,2,2%
